HRas wt GTP bind: modulators of GTP binding to HRas wildtype, primary screen, biochemical, bead-based flow cytometry, multiplex; GTP binding activity, % at 10 µM; GTPase HRas (Homo sapiens), P01112; GST-Ras wt beads, Bodipy-FL-GTP binding; actives lie on both sides; actives 0.14% (n = 190,000);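 active means GTP binding activity at least 20% away from the 100% baseline, either lowered as inhibitor or raised as activator; inconclusive means flagged as likely green fluorescent, judged across all proteins in the well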;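 further: 0% = unlabeled GTP competition control and 100% = no-compound control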
Target sequence (P01112 whole entry, looked up): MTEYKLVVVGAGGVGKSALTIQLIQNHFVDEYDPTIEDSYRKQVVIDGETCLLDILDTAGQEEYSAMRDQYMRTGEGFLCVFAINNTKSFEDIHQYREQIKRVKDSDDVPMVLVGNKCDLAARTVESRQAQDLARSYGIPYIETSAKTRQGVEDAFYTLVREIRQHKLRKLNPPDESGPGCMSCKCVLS
Mcl1-Bid inh: Mcl-1/Bid binding inhibitors, primary screen, biochemical, TR-FRET, 1536-well; Induced myeloid leukemia cell differentiation protein Mcl-1 (Homo sapiens), Q07820; actives 0.97% (n = 220,000); inhibition, % at 21.7 µM; TR-FRET Mcl-1/Bid-Dy647 peptide binding;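 active means compounds that cut the binding signal by more than half at the single screening dose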;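 further: His-tagged Mcl-1 with europium anti-His antibody binding Bid BH3 peptide; 0% = Mcl-1 plus peptide wells and 100% = peptide-only wells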
Target sequence (Q07820 whole entry, looked up): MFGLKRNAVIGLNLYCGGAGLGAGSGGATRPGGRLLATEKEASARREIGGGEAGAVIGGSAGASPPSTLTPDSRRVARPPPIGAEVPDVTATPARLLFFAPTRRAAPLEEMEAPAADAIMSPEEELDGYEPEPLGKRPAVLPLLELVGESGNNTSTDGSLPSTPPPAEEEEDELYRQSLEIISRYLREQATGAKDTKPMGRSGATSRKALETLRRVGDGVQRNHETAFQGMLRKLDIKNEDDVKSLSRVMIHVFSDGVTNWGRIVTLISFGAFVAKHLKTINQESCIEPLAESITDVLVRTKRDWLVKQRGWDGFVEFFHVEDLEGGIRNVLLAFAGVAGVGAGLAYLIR
Rac1 act GTP bind: GTP binding modulators of activated mutant Rac1, primary screen, biochemical, bead-based flow cytometry, multiplex, fluorescent GTP. GST-Rac1 activated beads; actives lie on both sides; 100% means binding = to untreated wells. percent activity (GTP binding), % at 10 µM. actives 0.11% (n = 190,000). AID 764, 2007;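 active means GTP binding at least 20 percentage points away from the 100% baseline, in either direction, so actives lie on both sides; inconclusive means Compound likely fluorescent itself, or too few beads counted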
Rab7 wt modul: modulators of GTP binding to Rab7, primary screen, biochemical, wildtype, multiplex bead flow cytometry. actives 0.055% (n = 190,000). AID 758, 2007. GST-Rab7 beads, fluorescent GTP binding; actives lie on both sides; untreated = 100%, excess cold GTP = 0%. Rab7 GTPase wild type (dog), Bodipy-FL-GTP binding. GTP binding activity (percent of control), % at 10 µM;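 active means fluorescent GTP binding to Rab7 beads changed by at least 20 points from the 100% baseline, either direction, mostly lower; inconclusive means compound itself probably fluorescent, or too few beads counted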;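 further: median green fluorescence of bound Bodipy-FL-GTP per Rab7 bead population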
Rab2 wt GTP: modulators of GTP binding to Rab2A wildtype, primary screen, biochemical, dog, bead-based flow cytometry, multiplex. GTP binding activity, % at 10 µM. actives 0.19% (n = 190,000). GST-Rab2 wt beads, Bodipy-GTP binding. Ras-related protein Rab-2A (Canis lupus familiaris), P61105;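 active means GTP binding activity at least 20 points away from 100%, either lowered or raised; inconclusive means signal likely due to the compound's own green fluorescence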;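 further: 0% = beads with excess unlabeled GTP and 100% = no-compound control corrected for plate trend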
Pf gamet viab: late stage P. falciparum gametocyte viability inhibitors, primary screen, ATP luminescence, HTS; P. falciparum stage V gametocytes, 24 h; inhibition, % at 10.9 µM; actives 0.065% (n = 150,000);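 active means inhibition above the mean plus 3 SD of compounds within the control limits, set per campaign, cut at about 38% in these data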;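 further: 0% = DMSO wells and 100% = medium only without gametocytes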
GSH fluor: compound fluorescence on glutathione beads, profiling panel, artefact control, biophysical, 488/530 nm, flow cytometry; GSH beads flow cytometry, compound fluorescence 488/530 nm; active compounds read high; fluorescence (KMESF) at 10 µM; actives 0.25% (n = 190,000); in the data active means fluorescence above about 89;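 further: glutathione beads carrying GST-tagged Bcl family fusion proteins plus one bare bead set; values are compound well signal with DMSO vehicle wells as background; inactives centre near 16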
Rac1 wt modul: wildtype Rac1 GTP binding modulators, primary screen, biochemical, GST-Rac1 beads, flow cytometry, multiplex. GTP binding activity (% of control), % at 10 µM. fluorescent GTP binding; actives lie on both sides; 0 = cold GTP competed, 100 = untreated. actives 0.27% (n = 190,000). AID 757, 2007;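 active means GTP binding activity at least 20 points away from the 100% control level, either lower or higher; inconclusive means compound flagged as likely green fluorescent, judged across all proteins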
Avidin bead fluor: green autofluorescence of compounds with avidin beads – biophysical, 488/530 nm, flow cytometry, artefact control, profiling panel; compound fluorescence 488/530 nm; active compounds read high; fluorescence (KMESF) at 10 µM; actives 0.38% (n = 220,000); AID 1775, 2009; in the data active means fluorescence above about 47; further: inactives centre near 10
Cdc42 wt: modulators of GTP binding to wildtype Cdc42, primary screen, biochemical, multiplex bead flow cytometry, Bodipy-GTP; Cell division control protein 42 homolog (Homo sapiens), P60953; GST-Cdc42 beads; actives lie on both sides; percent activity (GTP binding), % at 10 µM; actives 0.2% (n = 190,000);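 active means percent activity GTP binding at least 20 points away from the 100% baseline, either down as inhibitor or up as activator; inconclusive means compound flagged as likely green fluorescent from well-wide comparison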;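 further: median bead fluorescence of bound Bodipy-FL-GTP at 100 nM; 0% = excess unlabeled GTP control and 100% = no compound control; below 100% means less GTP binding so inhibitor and above means activator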
Target sequence (P60953 whole entry, looked up): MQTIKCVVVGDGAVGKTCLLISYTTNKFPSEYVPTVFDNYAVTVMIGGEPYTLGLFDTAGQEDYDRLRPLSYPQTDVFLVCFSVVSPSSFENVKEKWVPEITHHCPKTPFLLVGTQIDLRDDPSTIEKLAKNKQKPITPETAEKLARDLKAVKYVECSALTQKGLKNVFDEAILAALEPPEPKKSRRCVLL
Mcl1-Noxa inh: Mcl-1/Noxa binding inhibitors, primary screen, biochemical, TR-FRET, 1536-well. actives 1.5% (n = 220,000). inhibition, % at 21.7 µM. TR-FRET Mcl-1/Noxa peptide binding, 2 h;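 active means compounds that cut the protein-peptide binding signal by more than 50% relative to plate controls in a single-dose test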;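 further: His-tagged Mcl-1 with rhodamine Noxa BH3 peptide and terbium anti-His antibody; 0% = Mcl-1 plus Noxa peptide wells and 100% = peptide-only wells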
Numbers without * were called inactive; ? = inconclusive; . = no result given.

SMILES	HRas wt GTP bind	Mcl1-Bid inh	Rac1 act GTP bind	Rab7 wt modul	Rab2 wt GTP	Pf gamet viab	GSH fluor	Rac1 wt modul	Avidin bead fluor	Cdc42 wt	Mcl1-Noxa inh
O/N=C1/C2C3CC4C5C3C1C5C1(OCCO1)C42 (stereo not given)	99	-10	99	97	98	-10	10	100	12	100	-19
O=C1CSc2ccc(C(=O)NCCC3=CCCCC3)cc2N1	?	4	?	?	?	.	16	?	31	?	-1
COc1ccc(OC)c(NC(=O)C2CCCN2C(=O)OCc2ccccc2)c1 (stereo not given)	99	3	94	95	96	28	28	97	6	97	-5
COc1ccc(S(=O)(=O)n2nc(C)cc2C)c(C)c1C	100	6	100	102	101	-22	55	103	6	98	-9
O=C(NCc1ccc2c(c1)OCO2)c1cccc(Cl)c1	99	-3	99	97	100	.	26	104	30	102	14
c1ccc2c(c1)c1ccccc1n1c(-c3ccc4c(c3)OCO4)nnc21	94	5	93	94	90	.	11	92	34	93	2
O=C(CN1CCCCCC1)Nc1cccc([N+](=O)[O-])c1	94	-26	94	93	96	.	24	95	6	96	-1
CCCn1c(=O)c2ccccc2n2c(SCCOc3ccccc3)nnc12	96	-5	95	99	94	-26	22	95	28	95	-11
Cn1c(=O)c2ncn(CC(=O)N/N=C/c3ccco3)c2n(C)c1=O	103	-4	103	99	102	-3	9	103	9	102	11
Cc1cc(NCc2ccc(F)cc2Cl)n2nnnc2n1	99	-17	98	99	98	-17	76	101	11	100	7
Cc1cccc2cc3c(nc12)SC(=NCC1CCCO1)N(Cc1ccco1)C3 (stereo not given)	96	5	97	96	96	.	14	96	23	98	34
O=C(NCc1ccco1)Nc1ccc(Br)cc1	99	-8	97	96	99	-11	17	100	10	97	6
COc1ccc(NC(=O)c2cccc(F)c2)cc1Cl	97	1	98	98	96	.	38	103	6	96	-4
CCS(=O)(=O)n1nc(-c2ccc(Cl)cc2)nc1SCc1ccccc1	96	0	96	96	95	.	18	99	22	97	17
CS(=O)(=O)Nc1ccc(C(=O)Nc2ccccc2Cl)cc1	97	-9	97	97	97	23	19	98	10	99	-10
CCCOc1ccc(Cc2nn3c(=O)/c(=C/c4ccco4)sc3nc2=O)cc1	99	0	89	97	94	-4	36	92	10	94	75*
CC(C)(CO)Nc1ccc([N+](=O)[O-])cc1[N+](=O)[O-]	95	0	94	91	95	.	8	98	9	95	7
CCOC(=O)N1CCC(NC(=O)CCC(=O)N2CC(C)Oc3ccc(C)cc32)CC1 (stereo not given)	104	-3	102	101	101	.	9	109	22	104	0
CCN1CCN(CCCNC(=O)CCc2nc(-c3ccc(OC)cc3)no2)CC1	100	-8	94	108	102	4	19	102	10	98	19
Cc1ccc(Cl)cc1NC(=O)Cn1cccc1	100	-27	99	101	99	.	15	104	23	99	9
CC(C)(C)C(=O)Nc1cc(C(F)(F)F)ccc1N1CCOCC1	99	-10	95	94	97	11	16	104	5	96	14
Cc1nc2c(-c3ccc(Cl)cc3)cnn2c2c1CCC2	97	85*	94	105	98	.	66	100	9	95	14
Cc1ccc(Nc2nnc(SCC(=O)c3ccc(Br)s3)s2)c(C)c1	98	-34	95	100	97	-19	9	99	15	98	10
CCN(CC)C(=O)c1cncc(C(=O)N(CC)CC)c1-c1ccccc1	100	-26	101	100	101	4	33	105	26	106	15
O=C(COC(=O)CCc1c[nH]c2ccccc12)NC1CCS(=O)(=O)C1 (stereo not given)	100	-19	101	93	101	.	66	103	7	101	3
CCOC(=O)c1c(-c2ccccc2Cl)csc1NC(=O)c1cc(S(=O)(=O)N2CCOCC2)ccc1C	104	-33	102	102	105	10	3	105	7	100	-19
CS/C(=N\N(C)C(N)=O)c1ccccc1	102	5	100	99	101	.	11	102	17	97	3
Cc1ccc(-c2cc(C(=O)O)c3sc(N4CCCCC4)nc3n2)cc1	98	10	96	96	96	-11	10	100	15	98	-8
COc1ccc(CC(=O)Nc2cccc(-c3ccc4nnc(C)n4n3)c2)cc1	95	3	97	96	96	8	7	92	22	96	6
Cc1ccc(S(=O)(=O)Cn2nnnc2C(c2ccccc2)N2CCN(c3ccccc3)CC2)cc1 (stereo not given)	100	-4	100	104	103	13	12	102	22	100	7
COc1ccc(CCNC(=O)C2CCN(S(=O)(=O)c3ccc(Cl)cc3)CC2)cc1OC	99	-5	100	93	98	.	15	102	7	98	7
CCOC(=O)N1CCN(C(=O)C2CC(c3ccc(F)cc3)=NO2)CC1 (stereo not given)	101	-27	99	100	102	.	18	102	6	101	8
O=C(O)CC(NC(=O)C1c2ccccc2Oc2ccccc21)c1ccc(Cl)cc1 (stereo not given)	100	16	93	101	95	5	13	104	11	102	23
CCOCC(=O)OCC(=O)Nc1cc(OC)c([N+](=O)[O-])cc1C	97	-1	96	99	95	-26	12	102	25	94	5
Cc1nn(-c2nc(-c3ccco3)cc(C(F)(F)F)n2)c(C)c1Cl	101	-18	97	100	98	-6	40	105	8	98	-4
CCn1c(SCC(=O)Nc2ccccc2C(=O)OC)nnc1-c1cccc(C)c1	99	-4	98	98	99	.	10	100	9	100	-7

Printed as active in Mcl1-Bid inh, of those listed so far:
canonical_smiles,HRas wt GTP bind,Mcl1-Bid inh,Rac1 act GTP bind,Rab7 wt modul,Rab2 wt GTP,GSH fluor,Rac1 wt modul,Avidin bead fluor,Cdc42 wt,Mcl1-Noxa inh
Cc1nc2c(-c3ccc(Cl)cc3)cnn2c2c1CCC2,97,85*,94,105,98,66,100,9,95,14

(listing goes on)
SMILES	HRas wt GTP bind	Mcl1-Bid inh	Rac1 act GTP bind	Rab7 wt modul	Rab2 wt GTP	Pf gamet viab	GSH fluor	Rac1 wt modul	Avidin bead fluor	Cdc42 wt	Mcl1-Noxa inh
CCOC(=O)N1CCN(C(=O)CN(Cc2ccc(Cl)cc2)S(C)(=O)=O)CC1	102	-28	99	99	100	-19	13	103	7	101	14
COCCNc1nc2ccccc2nc1NS(=O)(=O)c1ccc(C)cc1C	102	24	98	102	101	.	11	108	9	102	-9
COc1ccccc1NC(=O)C(C)Nc1ccc(C)c(Cl)c1 (stereo not given)	96	-36	94	97	101	10	12	101	8	97	41
COc1ccc(C2=CC(c3ccco3)n3ncnc3N2)cc1 (stereo not given)	94	-35	96	90	93	.	9	94	13	95	17
COC(=O)C1C(=O)CC(C)(O)C(C(=O)OC)C1c1ccccc1F (stereo not given)	101	-6	101	101	103	-18	35	102	4	105	-24
C=CCNC(=O)COc1cc(C)cc(C)c1C	96	-28	95	100	94	8	15	97	8	102	0
COC(=O)C1(C)NC(c2ccc(O)cc2)C2C(=O)N(c3ccc4c(c3)OCCO4)C(=O)C21 (stereo not given)	103	-17	98	99	100	.	22	108	14	104	12
CC(C)c1nnc(NC(=O)CCC(=O)N2CCN(C3c4ccccc4-c4ccccc43)CC2)s1	97	6	96	100	97	14	10	100	7	102	29
Cc1ccc(S(=O)(=O)Cn2nnnc2CN2CCN(Cc3ccc4c(c3)OCO4)CC2)cc1	?	-34	?	?	?	.	7	?	8	?	7
COC(=O)c1ccccc1S(=O)(=O)N1CCC(c2nc3ccccc3o2)CC1	100	5	96	97	101	.	28	104	33	101	13
O=C(NC12CC3CC(CC(C3)C1)C2)N1CCC(O)(c2ccc3c(c2)OCO3)CC1	98	-36	98	96	99	.	23	103	11	99	12
COc1nccnc1NS(=O)(=O)c1ccc(NS(=O)(=O)c2ccc(NC(C)=O)cc2)cc1	97	-6	98	96	99	.	21	102	19	98	11
O=c1c2nccnc2[nH]c(=S)n1Cc1ccccc1	95	-33	95	96	95	10	19	99	6	93	35
O=C(Cn1c(-c2ccccc2)noc1=O)NCc1ccccc1	106	-13	103	104	106	.	10	112	9	107	17
c1ccc(CCc2nc(-c3ccccn3)no2)cc1	101	23	99	103	101	.	13	100	14	102	6
O=C1c2cccnc2C(Nc2ccc(Cl)cc2)N1Cc1cccs1 (stereo not given)	99	3	95	107	98	.	11	100	11	98	5
NNC(=O)c1ccncc1	101	-14	103	103	105	.	19	102	7	102	21
CC(C)(C)C(=O)NC(CC(=O)O)c1ccccc1 (stereo not given)	97	-12	98	95	94	-4	12	99	9	101	6
Cc1onc(-c2ccccc2Cl)c1C(=O)Nc1cccc2nsnc12	101	-9	100	100	102	3	13	99	8	101	-24
COc1ccc(N2CCn3c2nc2c3c(=O)n(CCCc3ccccc3)c(=O)n2C)c(OC)c1	96	-8	94	94	96	8	33	95	9	97	0
Clc1ccc(Cc2noc(Cc3ccccc3)n2)cc1Cl	99	6	93	99	97	.	33	101	5	100	12
CCOC(=O)C1(Cc2ccccc2Cl)CCN(S(C)(=O)=O)CC1	97	-11	99	99	98	9	24	100	11	100	3
O=C(NCc1ccccn1)c1cc2ccccc2oc1=O	98	11	93	99	98	-9	12	96	31	98	18
O=C(CCS(=O)(=O)Cc1ccc(Cl)cc1)NCCCN1CCOCC1	96	-12	95	94	95	.	19	95	32	96	-2
N/C(=N\OC(=O)c1cccs1)c1cccc([N+](=O)[O-])c1	99	-5	93	105	99	-5	56	97	26	95	-1
COc1cc2cc(CN(CCCN3CCOCC3)Cc3nnnn3Cc3ccccc3)c(=O)[nH]c2cc1OC	100	-41	99	103	96	-24	26	105	9	97	-9
COc1cccc(CNC(=O)Cc2c(C(=O)O)[nH]c3ccccc23)c1	100	-34	99	97	98	.	26	102	5	101	-9
CC(=O)Nc1cc(NC(=O)C2C3C=CC(C3)C2C(=O)O)ccc1Cl (stereo not given)	103	-16	101	101	104	.	21	110	37	109	12
CC1(C)Cc2nc3sc(C(=O)NCCCO)c(N)c3cc2CS1	96	-34	95	98	95	.	20	100	11	101	13
CC1CCCN(CCCNC(=O)C2CC(=O)N(c3ccc(F)c(Cl)c3)C2)C1 (stereo not given)	102	-3	98	99	100	.	27	101	9	102	-5
Cc1cc(C)n(-c2nc(C)nc(NCc3ccccc3)n2)n1	104	-10	97	107	105	5	11	107	20	105	9
CC(C)c1nc2oc3c(NCc4cccnc4)ncnc3c2c2c1CCC2	95	-10	94	95	94	.	24	101	28	94	-28
